Assay outcomes deposited in PubChem by National Center for Advancing Translational Sciences (NCATS).
Luciferase inh – inhibitors of firefly (Photinus pyralis) luciferase. purified P. pyralis luciferase, luminescence, biochemical. Potency, µM (highest dose often 115 µM), for inactives: at the highest dose activity change, negative = inhibition, hits mostly inhibitors. actives 2.5% (n = 76,000); also: potency is read from the fitted curve at half-maximal effect; nearly all actives have a fitted effect of over 65% in size
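Cell-free enzyme assay, 10nM P. pyralis luciferase, luciferin and ATP each at 10uM. Inhibition profiled over a 6-point titration, read as luminescence.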
IP6K1 inh – blocks human inositol hexakisphosphate kinase 1; Q92551; IP6K1 kinase, ADP-Glo luminescence, 2 h; hits give low values; activity change, % (series mostly up to about 58 µM); actives 0.81% (n = 140,000); AID 1645851; in the data active = activity change below about -25%
Target sequence (Q92551 whole entry, looked up): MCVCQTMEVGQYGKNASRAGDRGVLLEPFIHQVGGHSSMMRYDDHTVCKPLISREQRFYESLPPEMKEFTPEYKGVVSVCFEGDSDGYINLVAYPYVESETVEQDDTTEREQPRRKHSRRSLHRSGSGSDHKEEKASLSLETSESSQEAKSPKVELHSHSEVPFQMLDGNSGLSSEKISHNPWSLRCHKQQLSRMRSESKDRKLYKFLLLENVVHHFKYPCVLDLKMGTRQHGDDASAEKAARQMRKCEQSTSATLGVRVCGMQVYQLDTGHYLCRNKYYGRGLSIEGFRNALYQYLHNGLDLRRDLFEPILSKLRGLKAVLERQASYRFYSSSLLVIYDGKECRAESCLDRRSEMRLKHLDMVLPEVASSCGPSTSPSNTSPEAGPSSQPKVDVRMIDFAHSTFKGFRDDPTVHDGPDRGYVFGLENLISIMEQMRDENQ
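ADP-Glo luminescence measures ADP made by human IP6K1 during a 2 h RT reaction with ATP/IP6 (mix at 1.3 mM/130 uM); top library doses 57.5 and 19.1 uM final.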
3T3 cytotox – kills NIH 3T3 cells; NIH 3T3 viability, CellTiter-Glo ATP luminescence, 48-72 h; Potency, µM (titrated, usually from 96.7 µM), for inactives: at the top dose activity change, negative = cytotoxicity, most hits filed as inhibitors; actives 4.3% (n = 94,000); also: potency is read from the fitted curve at half-maximal effect; nearly all actives have a fitted effect of over 55% in size
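Viability of NIH 3T3 cells after 48 or 72 hr compound treatment at 37 °C was assessed by CellTiter-Glo, with luminescence imaged following a 10 min room-temperature step.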
GPT2 inh – blocks human glutamate pyruvate transaminase 2; Q8TD30; Recombinant GPT2, coupled pyruvate oxidase/HRP Amplex Red fluorescence; Potency, µM (highest dose often 57.7 µM), inactives show at the highest dose activity change, negative = inhibition, most hits filed as inhibitors; actives 0.25% (n = 100,000); also: potency is read from the fitted curve at half-maximal effect; nearly all actives have a fitted effect of over 60% in size; many of its hits are not listed in these tables
Target sequence (Q8TD30 whole entry, looked up): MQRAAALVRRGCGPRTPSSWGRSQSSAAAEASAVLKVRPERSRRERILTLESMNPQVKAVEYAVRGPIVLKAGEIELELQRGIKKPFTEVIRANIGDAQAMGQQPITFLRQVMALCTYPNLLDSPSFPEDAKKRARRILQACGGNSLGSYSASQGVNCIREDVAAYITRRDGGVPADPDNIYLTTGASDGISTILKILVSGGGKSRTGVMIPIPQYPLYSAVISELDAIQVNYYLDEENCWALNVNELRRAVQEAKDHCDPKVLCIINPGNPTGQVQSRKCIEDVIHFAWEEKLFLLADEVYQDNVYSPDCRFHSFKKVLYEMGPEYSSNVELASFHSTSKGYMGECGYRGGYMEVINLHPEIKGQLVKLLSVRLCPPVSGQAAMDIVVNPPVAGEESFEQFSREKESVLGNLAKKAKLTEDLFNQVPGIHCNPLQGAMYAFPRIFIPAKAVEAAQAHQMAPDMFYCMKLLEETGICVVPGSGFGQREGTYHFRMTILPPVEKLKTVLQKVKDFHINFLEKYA
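Inhibition is scored from Amplex Red fluorescence generated when pyruvate oxidase and HRP act on pyruvate released by GPT2. Reactions contain 10ng/uL enzyme, 250uM a-KG and 2mM L-alanine and run 30 min at room temperature.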
HEK293 viab – cell viability loss counter-screen | Potency, µM (top dose mostly 57.1 µM), inactives show at the highest dose activity change, negative = cytotoxicity, usual class: cytotoxic | actives 0.12% (n = 150,000) | HEK-293-SNCA-luc viability, GF-AFC fluorescence, 24 h | AID 1671193;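 also: potency is read from the fitted curve at half-maximal effect; 0% = DMSO-treated cells and -100% = medium-only wells without cells; nearly all actives have a fitted effect of over 30% in size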
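Cytotoxicity counterscreen: after 24 h compound treatment of genome-edited SNCA-luciferase HEK-293 cells, live-cell protease substrate GF-AFC read by fluorescence after 30 min; activity scaled between DMSO (0%) and medium-only (-100%), curves Hill-fitted.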
SNCA expr inh – SNCA gene expression inhibition; HEK-293 SNCA-luciferase knock-in, luminescence, 24 h; Potency, µM (highest dose often 57.2 µM), for the others: top-dose activity change, negative = inhibition, most hits filed as inhibitors; actives 0.17% (n = 140,000);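 also: potency is read from the fitted curve at half-maximal effect; plate controls were DMSO cells for no effect and cell-free wells for full effect; nearly all actives have a fitted effect of over 45% in size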
HEK cytotox – cytotoxic compounds in HEK 293 cells; HEK 293 viability, ATP luminescence (CellTiter-Glo), 48-72 h; Potency, µM (titrated, usually from 115 µM), for the others: top-dose activity change, negative = cytotoxicity, usual class: inhibitors; actives 6.6% (n = 94,000); also: potency is read from the fitted curve at half-maximal effect; nearly all actives have a fitted effect of over 60% in size
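ATP-coupled CellTiter-Glo luminescence served as viability read-out, recorded 10 min after reagent addition at room temperature. HEK 293 cells, 250 cells/well, had been incubated with pintool-transferred compound for 48 or 72 hr at 37 degree Celsius.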
Starred values were filed as active, the others as inactive; i = inactive; ? = inconclusive; . = no result given; [ ] = dose if it differs, or a comment. Unless noted, calls follow the shape of the dose curve; as a rule, active = well fitted curve in the direction sought with a large enough effect; inconclusive = small, poorly fitted or top-dose-only effect, or another doubt; inactive = no such curve, though single readings can be large; an effect the other way counts as inactive or inconclusive. Unless noted, % is scaled to controls: 0 for no effect and ±100 for the full control effect. Some of the compounds tested, so the mix of outcomes need not match the whole.

Start of the data: the first two compounds (preview)
SMILES	Luciferase inh	IP6K1 inh	3T3 cytotox	GPT2 inh	HEK293 viab	SNCA expr inh	HEK cytotox
Cc1cc(C)c2nc(NC(=O)c3ccc(S(=O)(=O)N4CCCC4)cc3)sc2c1	.	-12	.	.	20%	25%	.
COC(=O)C1=CN(CC(=O)NCCCc2ccccc2)S(=O)(=O)N=C1C	1%	1	i	-27%	11%	3%	17%

All compounds of this part, from the start:
SMILES	Luciferase inh	IP6K1 inh	3T3 cytotox	GPT2 inh	HEK293 viab	SNCA expr inh	HEK cytotox
Cc1cc(C)c2nc(NC(=O)c3ccc(S(=O)(=O)N4CCCC4)cc3)sc2c1	.	-12	.	.	20%	25%	.
COC(=O)C1=CN(CC(=O)NCCCc2ccccc2)S(=O)(=O)N=C1C	1%	1	i	-27%	11%	3%	17%
COc1cccc(NC(=O)Nc2cc(-c3cn4cccnc4n3)ccc2C)c1	.	0	.	.	-12%	-4%	.
O=c1n(Cc2ccc(F)cc2)c2ccccc2c2nc(-c3ccccc3)nn12	.	25	.	.	-3%	16%	.
Cc1ccc2nc(-c3ccc(Cl)c(NC(=O)c4ccc(Br)o4)c3)oc2c1	.	7	.	.	-6%	164%[activator]	.
COc1ccc(CNC(=O)C2Cn3cccc3C(=O)N2Cc2ccccc2)cc1OC (stereo not given)	8%	4	?	i	-13%	?	-4%
O=C(C1CCOCC1)N1CCCC2(COc3ccccc3[S+](=O)([O-])N2)C1 (stereo not given)	.	17	-2%	i	4%	-3%	i
CN1CCCN(S(=O)(=O)c2ccccc2Br)c2ccccc21	.	11	?	?	-9%	22%	?
C[N+]1(C)CCCC(OC(=O)C(O)(c2ccccc2)c2ccccc2)C1 (stereo not given)	.	8	.	i	-14%[23.9 µM]	17%[25.6 µM]	.
COc1ccc(C(NC(=O)Cn2cccnc2=O)C2CC(O)C2)cn1 (stereo not given)	9%	-12	-1%	-11%	-1%	?	5%
Cc1cc(C)c2c(N3CCCC(OCc4cccnc4)C3)ncnc2n1 (stereo not given)	-6%	-15	-21%	i	-5%	-9%	?
CN(C)C(=O)C1CN(C(=O)Nc2cccc(Cl)c2)CC12CCOCC2 (stereo not given)	-2%	14	-11%	i	7%	7%	-4%
CCn1c(=O)c2ccnn2c2ccc(C(=O)N3CCN(c4ccccc4)CC3)cc21	11%	5	-9%	-9%	-16%	-3%	?
O=C(c1ccccc1)N1CCN(C(=O)c2nc3cccnc3n(Cc3ccccc3)c2=O)CC1	.	6	-18%	i	0%	-20%	0%
COC[C@H](C)NC(=O)c1cccc(S(=O)(=O)N(C)Cc2cnccn2)c1	-12%	-1	i	i	-3%	-29%	5%
O=C(NCc1cccs1)c1cc(-c2cccc(C(F)(F)F)c2)c2nncn2n1	.	1	?	i	?	?	?
Cc1cccc(OCCc2noc(C3CCN(C(=O)c4cn[nH]c4)C3)n2)c1 (stereo not given)	7%	5	?	i	-3%[12.5 µM]	?	i
COc1ccc(CNCC2(CO)C[C@@H](O)[C@@H](O)C2)cc1 (stereo not given in full)	-1%[230 µM]	-9	i	i	-1%[87.6 µM]	5%[87.6 µM]	i
O=C(C1CCCN([S+](=O)([O-])c2cccc(C(F)(F)F)c2)C1)N1CCCC(c2nc3ccncc3[nH]2)C1 (stereo not given)	.	10	?	-5%	-24%	?	45µM*
O=C(C1CCOC1)N1CCC2(CC1)NCCc1c2[nH]c2ccccc12 (stereo not given)	7%	6	-10%	-11%	7%[12.5 µM]	16%	-12%
Cc1csc2nc(COc3ccc(NC(=O)c4ccccc4F)cc3)cc(=O)n12	.	17	.	.	-1%	0%	.
CCOc1ccc(OCC)c(NC(=O)C2CCN(c3cnccn3)CC2)c1	.	-5	.	.	-7%	?	.
CC(=O)Nc1ccc(CC(=O)N2CCCC(Cc3nncn3CC3CC3)C2)cc1 (stereo not given)	4%	-11	-6%	i	-1%	12%	?
CS(=O)(=O)N1CCC(NC(=O)c2c(O)cccc2O)CC1	-2%	4	i	2%	4%	1%	4%
CN(C1CCOCC1)C1CCN(C(=O)c2cccnc2)CC1	14%	-6	-7%	?	2%	5%	5%
CCc1ccc(S(=O)(=O)N(C)CC2CCOCC2)cc1	2%	7	-19%	i	1%	-18%	?
CC(Cn1cccn1)Nc1ccc(-c2nc(COc3ccccc3)no2)cn1 (stereo not given)	?	5	?	?	-6%	138%[activator]	?
Cc1cc(C)cc(NC(=O)CCCc2nnc3n(CC(C)C)c(=O)c4sccc4n23)c1	.	20	.	.	?	-4%	.
O=C1NC(C(=O)NCc2cc(F)ccc2F)Cn2cccc21 (stereo not given)	9%	4	-7%	3%	-1%	2%	-22%
CC(=O)N[C@H]1C[C@@H](Cc2cc(CN3CCCCC3)on2)C1(C)C	0%[172 µM]	-9	?	-8%[88.5 µM]	5%[87.6 µM]	9%[87.6 µM]	-21%[172 µM]
Cc1ccc(NC(=O)CCNc2c(C)nc3cnccn23)c(F)c1	-9%	15	-17%	?	13%	-12%	-12%
c1ccc(CCN2CCNc3cc(-c4cn[nH]c4)ncc3C2)cc1	0%[172 µM]	-12	89µM*	1%[88.5 µM]	?	13%[87.6 µM]	?
CC1=C[C@@H](CNC(=O)c2ccccc2)[C@H](C(C)C)C[C@H]1Cc1nnc(-c2cncn2C)o1	-8%[172 µM]	12	100µM*	-7%[88.5 µM]	-22%[87.6 µM]	-33%[87.6 µM]	79µM*
COc1cccc(CN2CCCN(Cc3ccncc3)C(c3ccccc3)CC(=O)NCC2)c1OC (stereo not given)	-4%	5	?	i	?	18%	?
COc1cccc(C(=O)NCC2CCCN(Cc3ccc(C)cc3)C2)c1OC (stereo not given)	10%	-1	2%	i	-1%	-1%	4%
O=C1CCN(Cc2ccc(O)cc2)CCCC(c2nc(-c3cnccn3)no2)CCN1 (stereo not given)	-1%	34	-18%	-19%	-11%	-3%	-9%
CCC1CN(C(=O)N2CCC(C(=O)NCc3cccs3)CC2)c2cc(C)ccc2O1 (stereo not given)	.	6	.	.	-19%	?	.
CCCN1CCN(CCNC(=O)Nc2cc(Cl)c(OC)cc2OC)CC1	.	10	.	.	-1%	55%[activator]	.
COc1ccc(Cn2ccc3nc(C)c(C(=O)N4CCN(c5ccc(F)cc5)CC4)cc3c2=O)cc1	.	-5	.	.	8%	2%	.
COc1ccccc1N1CCN(c2nc3c(S(=O)(=O)c4ccc(C)c(C)c4)nnn3c3ccc(Cl)cc23)CC1	.	-28*	.	.	-5%	-3%	.

Some of these compounds in order of molecular weight, lowest first.
SMILES	Luciferase inh	IP6K1 inh	3T3 cytotox	GPT2 inh	HEK293 viab	SNCA expr inh	HEK cytotox
O=C1CCN(Cc2ccc(O)cc2)CCCC(c2nc(-c3cnccn3)no2)CCN1 (stereo not given)	-1%	34	-18%	-19%	-11%	-3%	-9%
CCC1CN(C(=O)N2CCC(C(=O)NCc3cccs3)CC2)c2cc(C)ccc2O1 (stereo not given)	.	6	.	.	-19%	?	.
COc1cccc(CN2CCCN(Cc3ccncc3)C(c3ccccc3)CC(=O)NCC2)c1OC (stereo not given)	-4%	5	?	i	?	18%	?

Further compounds.
SMILES	Luciferase inh	IP6K1 inh	3T3 cytotox	GPT2 inh	HEK293 viab	SNCA expr inh	HEK cytotox
COc1ccc(NC(=O)c2cc(S(=O)(=O)N3CCCCCC3)cn2C)c(OC)c1	.	-3	.	.	5%	15%	.
CC(C)(C)C(=O)N[C@H]1C[C@@H](Cc2cc(CN3CCN(c4ccccc4)CC3)on2)C1(C)C	-8%	-4	-34%	i	6%	-21%	?
CC1CCN(C(=O)C2N(C(C)C)C(=O)C23CCCC3)CC1 (stereo not given)	-1%	-7	-8%	4%	-15%	29%	-6%
CCOc1ccc(-c2nnc(CCC(=O)NC(C)CC)c(=O)[nH]2)cc1 (stereo not given)	-15%	9	3%	3%	6%	11%	0%
CO[C@@H]1CO[C@H]2[C@@H]1OC[C@@H]2NS(C)(=O)=O	-6%[230 µM]	7	-2%[174 µM]	0%[88.5 µM]	-7%[87.6 µM]	7%[87.6 µM]	1%[230 µM]
CNC(=O)c1cc(C)nc2onc(C3CCN(C(=O)c4ccccc4F)C3)c12 (stereo not given)	.	0	-24%	.	.	.	0%
CCCc1cnc(C)nc1N1CC[C@@H](NC(=O)c2cnccn2)[C@H](O)C1	0%	13	-19%	i	-10%	6%	-20%
CCOc1cc(C2c3c(-c4ccccc4O)n[nH]c3C(=O)N2CCc2ccccc2)ccc1O (stereo not given)	.	-3	.	.	-15%	-22%	.
COc1ccc(NC(=O)CN2C(=O)CCc3cc(S(=O)(=O)N4CCOCC4)ccc32)c(OC)c1	.	-17	.	.	-3%	-22%	.
CCC1=NOC(CNC(=O)c2ccc(OC3CCN(C(=O)COC)CC3)cc2)C1 (stereo not given)	3%	4	0%	-2%	3%	0%	-13%
COc1ccc(C(=O)N(Cc2cc(OC)c(OC)c(OC)c2)c2ccccn2)cc1	.	14	.	.	-13%	32%[activator]	.
O=C(NC[C@H]1Cn2c(-c3ccc4c(c3)OCCO4)cnc2CO1)C1CC1	-28%[172 µM]	13	?	2%[88.5 µM]	-4%[87.6 µM]	6%[87.6 µM]	-25%[172 µM]
COC(=O)c1cc2oc3ccccc3c2n1Cc1cc(C)ccc1C	.	9	.	.	1%	21%	.
COC(=O)c1cc(OC)c(OC)cc1NC(=O)c1ccc2c(c1)CCN2S(C)(=O)=O	.	-8	.	.	-2%	3%	.
Cc1ncoc1C(=O)N1CCOc2ccc(CCC(=O)NCC3CC3)cc2C1	-13%	-7	-29%	i	-3%[12.5 µM]	?	0%
Fc1ccc(-c2cnc3n2C[C@H](CNCc2ccc4c(c2)OCO4)OC3)cc1	2%[172 µM]	-7	89µM*	4%[88.5 µM]	-3%[87.6 µM]	?	100µM*
CC(NC(=O)C1CCCO1)C(=O)N1CCN(c2ccccn2)CC1 (stereo not given)	-4%	25	i	i	8%	-16%	12%
CCCOc1ccc(C2CC(=O)Nc3c2c(=O)n(C)c(=O)n3C)cc1OC (stereo not given)	.	11	.	.	1%	-11%	.
CN(Cc1ccccc1)C1(C(=O)NC2CCC(O)CC2)Cc2ccccc2C1 (stereo not given)	-3%	11	-35%	?	8%	-16%	?

Copied from the list:
In IP6K1 inh, COc1ccc(NC(=O)c2cc(S(=O)(=O)N3CCCCCC3)cn2C)c(OC)c1 has the entry -3
In IP6K1 inh, COC(=O)c1cc(OC)c(OC)cc1NC(=O)c1ccc2c(c1)CCN2S(C)(=O)=O has the entry -8
In 3T3 cytotox, CCOc1ccc(-c2nnc(CCC(=O)NC(C)CC)c(=O)[nH]2)cc1 (stereo not given) has the entry 3%
In HEK cytotox, CC(NC(=O)C1CCCO1)C(=O)N1CCN(c2ccccn2)CC1 (stereo not given) has the entry 12%
In IP6K1 inh, CCOc1cc(C2c3c(-c4ccccc4O)n[nH]c3C(=O)N2CCc2ccccc2)ccc1O (stereo not given) has the entry -3
In IP6K1 inh, CNC(=O)c1cc(C)nc2onc(C3CCN(C(=O)c4ccccc4F)C3)c12 (stereo not given) has the entry 0
